cln2 rad14: NCI yeast anticancer drug screen, S. cerevisiae cln2 rad14 strain; % growth inhibition at 50 µM; 78,000 compounds, 8.3% hits; AID 165;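 note: 0% = growth of vehicle-only cultures of the same strain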
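Yeast strain cln2 rad14, bearing defects in cell cycle control and DNA repair, serves as the test system; values reflect growth inhibition compared with vehicle.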
rad50: NCI yeast anticancer drug screen, S. cerevisiae rad50 strain; % growth inhibition at 50 µM; 79,000 compounds, 10% hits; AID 155;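 note: 0% = growth of vehicle-only cultures of the same strain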
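Cells are treated with compound, grown, and their growth is then scored against vehicle-only cultures of the same repair-deficient yeast strain.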
yeast mec2-1: NCI yeast anticancer drug screen, S. cerevisiae mec2-1 strain | growth inhibition, % at 50 µM | 79,000 compounds, 9% hits | AID 157;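 note: 0% = growth of vehicle-only cultures of the same strain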
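Growth inhibition is read against vehicle-treated controls after compound exposure of the mec2-1 yeast strain, which is defective in DNA damage repair or cell cycle control.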
yeast mlh1 rad18: NCI yeast anticancer drug screen, S. cerevisiae mlh1 rad18 strain; % growth inhibition at 50 µM; 79,000 compounds, 11% hits; AID 175;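 note: 0% = growth of vehicle-only cultures of the same strain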
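In this whole-cell yeast screen, a strain with altered DNA damage repair is challenged with compound, and its growth is measured against matched vehicle-treated controls.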
yeast bub3: NCI yeast anticancer drug screen, S. cerevisiae bub3 mutant strain; growth inhibition, % at 50 µM; 78,000 compounds, 9.9% hits; AID 167;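 note: 0% = growth of vehicle-only cultures of the same strain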
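Part of a panel of yeast mutants defective in DNA damage repair or cell cycle regulation. Each strain is grown with compound, and inhibition is calculated relative to solvent-treated cultures.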
yeast sgs1 mgt1: NCI yeast anticancer drug screen, S. cerevisiae sgs1 mgt1 strain | growth inhibition, % at 50 µM | 78,000 compounds, 10% hits | AID 161;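 note: 0% = growth of vehicle-only cultures of the same strain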
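Growth of a repair-deficient yeast mutant was monitored after compound treatment and expressed as inhibition relative to vehicle-treated cultures.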
* = called active by the depositor; & = joins results of further samples. Cut-off read from the data, not from the text of the source: active = growth inhibition above about 70%; inactive = the rest.

no. | Compound | yeast sgs1 mgt1 | rad50 | cln2 rad14 | yeast mlh1 rad18 | yeast bub3 | yeast mec2-1
1 | COC(=O)c1cc(-c2ccccc2)[nH]c(=O)c1C#N | 76* | 44 | 23 | 52 | -25 | 5
2 | CCCCSc1ncnc2nc(C)[nH]c12 | -8 | -10 | -26 | -13 | -14 | -21
3 | O=C1C(=Cc2ccc([N+](=O)[O-])o2)C(=O)N(CCc2ccccc2)S(=O)(=O)N1CCc1ccccc1 | 11 | 39 | -22 | 2 | -7 | -4
4 | CC1(C)C=C(/C=N/Nc2ccc(Br)cc2)C(C#N)=C(O)C1(C#N)C#N | 29 | 58 | 55 | 63 | 44 | 30
5 | COC1=CC(=O)C(O)=C(CC2(C)C(C)CCC3(C)C2CCCC3(C)C)C1=O (centres undefined) | -12 | -14 | 2 | -1 | -18 | -32
6 | CN(C)S(=O)(=O)c1cccc2ccccc12 | -7 | 3 | -7 | -9 | 2 | 8
7 | Cc1c(N)cc(S(=O)(=O)O)cc1NC(=O)c1cccc([N+](=O)[O-])c1 | -8 | 36 | -103 | 44 | 36 | -4
8 | COc1ccc(C2=Nc3c(nc(OC)[nH]c3=O)NC(c3ccccc3)C2)cc1 (centres undefined) | -10 | 12 | 8 | -22 | -9 | 10
9 | Cc1ccc(C2=Nc3c(N)nc(N)nc3NC(c3ccccc3)C2)cc1 (centres undefined) | 89* | 80* | 63&63 | 88* | 77* | 79*
10 | CC(=O)n1nnc2ccc([N+](=O)[O-])cc21 | 3 | -16 | -14 | -20 | -2 | -16
11 | O=C(N/N=C/c1cc(Br)cc(Br)c1O)c1ccccc1 | 11 | 4 | 4 | 28 | -2 | -1
12 | NC(CCCC(=O)O)C(=O)O (centres undefined) | -29 | -5 | -3 | 0 | -19 | -1
13 | O=P(O)(c1ccccc1Br)c1ccccc1Br | 28 | 43 | 26 | 20 | 5 | 11
14 | C#CCSc1n[nH]c(=O)n1C1CCCCC1 | 29 | 20 | 24 | 28 | 27 | -2
15 | CCn1c(SCC(=O)N/N=C/c2ccccc2)nc2ccccc2c1=O | 4 | 6 | -5 | -34 | -1 | 7
16 | COc1ccc2cc(CC(=O)c3ccccc3)ccc2c1 | -11 | -24 | -38 | -4 | -17 | -7
17 | CC1=C2CCCCC2(C)C=C(C(=O)O)C1=O (centres undefined) | 19 | 22 | 35 | 23 | 12 | 51
18 | NC(N)=NC(N)=Nc1ccc(S(N)(=O)=O)cc1 | 15&13 | 10&22 | -49&-14 | 18&34 | -10&34 | 4&15
19 | CC(=O)/C=N/Nc1ccccc1 | 33 | 42 | -10 | 59 | 7 | 4
20 | Cc1nc(-c2ccccc2)c(C)n2c1nc1ccccc12 | 36 | 14 | 14 | 2 | 23 | 9
21 | CCCCCCCCC(=O)N1SC(NC(=O)OC)=Nc2ccccc21 | 98* | 98* | 90* | 98* | 97* | 98*
22 | CC(C)(C)c1ccc(OCCOC=O)cc1 | -20 | -20 | -26 | -17 | -7 | -5
23 | C/C(Cl)=N\OC(=O)Nc1ccc([N+](=O)[O-])cc1 | 86* | 34 | 67 | 43 | 87* | 80*
24 | COc1cc(C=O)c(C=O)cc1OC | 52 | 70 | 89* | 75* | 74* | 50
25 | CCOC(=O)CC(=O)c1sc(SC)c(C#N)c1N | -10 | -8 | -2 | 2 | 2 | -10
26 | CCN(CC)C(=O)CCC1(C)OCCO1 | -25 | -5 | 56 | 6 | -14 | -12
27 | CC1(C)Oc2ccccc2OC1O (centres undefined) | -2 | 2 | -15 | 3 | -10 | 1
28 | CC1(C)N=C(C(N)=O)c2ncn(CCO)c2N1 | -22 | -12 | -11 | -23 | -10 | -34
29 | C=CC1=C(C)C2=NC1=CC1=NC(=CC3=C(C)C4=C(O)C(C(=O)OC)C(=C5NC(=C2)C(C)C5CCC(=O)OC)C4=N3)C(CC)=C1C (centres undefined) | -49 | 10 | 8 | -12 | 5 | 11
30 | COc1ccc(Nc2ccnc3cc(Cl)ccc23)cc1CNCC(C)C | 41 | 5 | 2 | 32 | 12 | -5
31 | CCOc1ccc(NC(=O)C(Br)C(Br)C(=O)O)cc1 (centres undefined) | 97* | 86* | 95* | 95* | 98* | 99*
32 | Cc1cc(CC(O)c2ccc(Cl)c(Cl)c2)nc(=O)[nH]1 (centres undefined) | -5 | -5 | 15 | -11 | 12 | -34
33 | COc1ccc(C2C(Cl)C(=O)N2NC(=O)c2ccc(NC(C)=O)cc2)cc1 (centres undefined) | -50 | -48 | -9 | -54 | -50 | -21
34 | CC(O)c1cccc(NC(=O)Nc2ccc(Cl)c(Cl)c2)c1 (centres undefined) | 70 | 12 | 1 | 54 | 44 | 83*
35 | C=C1CCC23CC(CC[C@@H]2[C@@]12C[C@@H](c1ccoc1)OC2=O)OC3=O (some centres undefined) | -9 | 3 | -5 | 2 | 5 | -13
36 | CCCCCCCCCCCCCCCC(C)O (centres undefined) | -20 | -46 | -36 | -35 | -43 | -36
37 | CCOC(=O)C1CC2(OCCO2)c2c(OC)ccc(Cl)c2C1C (centres undefined) | -2 | 7 | -7 | -4 | 22 | -8
38 | COc1ccc2[nH]c3c4c(ccc3c2c1)C(=O)C=CC4=O | 12 | 20 | -1 | 18 | 9 | 18
39 | CC(=O)Nc1c(N)c2ccccc2c2ccccc12 | -23 | -4 | 2 | -12 | -4 | -14
40 | COCCN(CCOC)C1C2=C(CCCC2)OS(=O)(=O)C1c1ccccc1 (centres undefined) | 6 | 27 | 13 | 0 | 3 | -5
41 | Nc1cccc(N2N=C(C(=O)O)CC2=O)c1 | -41 | -7 | -13 | -16 | -3 | -20
42 | CCC[C@H](C)[C@H]1NC(=O)[C@@H](NC(=O)[C@@H](CC(C)C)N(C)C(=O)C2CCCN2C(=O)[C@H](C)O)[C@@H](C)OC(=O)[C@H](CC(C)C)N(C)C(=O)[C@@H]2CCCN2C(=O)[C@H](CC(C)C)NC(=O)[C@@H](C)C(=O)[C@H](C(C)C)OC(=O)C[C@@H]1O (some centres undefined) | -6 | 21 | 26 | -54 | -21 | 9
43 | O=c1[nH]cnc2c([N+](=O)[O-])cccc12 | -2 | 27 | -10 | 20 | -5 | -3
44 | CCN(CC)CCCNc1cc(O)cc2cccnc12 | 27 | -2 | 3 | 0 | 2 | 5
45 | CCOC(=O)CCC1CNc2cc(OC)c(OC)cc21 (centres undefined) | -5 | -18 | -20 | -6 | 11 | -8
46 | O=C(C#Cc1ccccc1)Nc1ccccc1 | 65 | 46 | -13 | 39 | 15 | 34
47 | CC(=O)OC1CCC23COC(CC(C)C2C)C3(Cl)C1 (centres undefined) | -3 | -1 | -8 | 5 | -11 | -5
48 | CC[n+]1c(C)ccc2ccccc21 | 25 | 19 | 25 | 26 | 48 | 14
49 | COc1cc(/C=C/Cc2cc3c(cc2OCCO)OCO3)cc(OC)c1OC | 8 | -1 | -12 | 20 | -5 | 0
50 | O=[N+]([O-])c1nccn1CCCn1ccnc1[N+](=O)[O-] | 3 | 1 | -6 | 25 | -1 | -5

Later entries
no. | Compound | yeast sgs1 mgt1 | rad50 | cln2 rad14 | yeast mlh1 rad18 | yeast bub3 | yeast mec2-1
51 | Clc1ccc(CSc2cnnc3ccccc23)cc1 | -2 | 5 | -10 | 1 | 11 | -4
52 | Clc1cccc(NC2=NCCN=C(Nc3cccc(Cl)c3)SS2)c1 | 10 | 5 | -1 | 1 | 14 | -8
53 | Cc1ccc(O)c(C(c2cccc(C(c3cc(C)ccc3O)c3cc(C)ccc3O)c2)c2cc(C)ccc2O)c1 | 95* | 96* | 92* | 96* | 96* | 95*
54 | CC(=O)Nc1ccc2cc(C)c(=O)[nH]c2n1 | 47 | 29 | 41 | 35 | 10 | 11
55 | Cc1cccc2c(N)c3ccccc3nc12 | 74* | 88* | 46 | 68 | 45 | 43
56 | NC(=O)Cc1c[nH]c2ccc(Br)cc12 | -8 | -24 | 11 | -13 | -21 | -54
57 | OCC1(CO)CCC1(CO)CO | 6 | 15 | -16 | 9 | 3 | 4
58 | CC/C=C/CC(=O)NCc1ccc(O)c(OC)c1 | -8 | 5 | 48 | -17 | -3 | -1
59 | Cc1cc(C)c2ccc(NN=O)nc2n1 | 19 | 11 | 19 | 26 | 13 | 10
60 | NC1CCC[C@@H](O)[C@H]1O (some centres undefined) | 9 | -5 | -7 | -1 | 10 | 23
61 | Cn1c(=O)c(-c2ccccc2)c(O)c2ccccc21 | -2 | 15 | 27 | -20 | -8 | 12
62 | COc1cc2c(c(OC)c1OC)-c1ccc(S(=O)(=O)Cc3ccccc3)c(=O)cc1C(NC(C)=O)CC2 (centres undefined) | 10 | 35 | -2 | 22 | 1 | 16
63 | COc1cccc(NC(=O)Oc2ccc(Cl)cc2Cl)c1 | 20 | -6 | -18 | 36 | 38 | 31
64 | C[C@H]1CC[C@@H]2[C@@H](C)[C@H]3[C@H](C[C@H]4[C@@H]5CC=C6C[C@@H](O)CC[C@]6(C)[C@H]5C[C@H](O)[C@]34C)N2C1 | -8 | -18 | 39 | 3 | -47 | -45
65 | C/C(CCc1ccccc1Br)=N/NC(N)=O | -9 | -11 | -34 | -11 | 3 | -1
66 | CC(Br)C(=O)c1ccc2cc(Br)c3ccccc3c2c1 (centres undefined) | 75* | 64 | 26 | 68 | 58 | 27
67 | N#CC(C(=O)CCC(=O)NCCc1ccccc1)c1nc2ccccc2s1 (centres undefined) | -11 | -12 | -10 | 5 | 5 | -6
68 | CC(=O)Nc1ccc(C=O)cc1[N+](=O)[O-] | 4 | 14 | -13 | 13 | -1 | 33
69 | Cn1c2ccccc2c2nnc(N/N=C/c3ccccn3)nc21 | 97* | 94* | 96* | 96* | 96* | 97*
70 | O=C1CCCCC1CN1CCOCC1 (centres undefined) | -5 | -38 | -6 | -16 | -22 | -24
71 | Cc1ccc2ccccc2c1CP(=O)(O)O | -10 | -19 | -11 | -31 | 15 | -11
72 | CS(=O)(=O)CS(C)(=O)=O | 8 | 19 | 14 | 28 | 0 | 6
73 | CC1CCCCC1OCCC#N (centres undefined) | -7 | 9 | -1 | -4 | 3 | 15
74 | CC(C)c1ccc(N=Nc2ccc(N(C)C)cc2)cc1 | -5 | 4 | -18 | -6 | -5 | 2
75 | Nc1ncnc2c1nc(N)n2C1OC(CO)C(O)C1O (centres undefined) | 0 | -3 | -23 | 0 | 15 | -18
76 | CC(CCc1ccccc1)N(C)C(=O)CNC(=O)CN1C(=O)c2ccccc2C1=O (centres undefined) | 7 | -19 | -1 | -7 | -15 | 1
77 | COc1ccc(C2=CC(=O)C=CC2=O)cc1 | 99* | 99* | 82* | 99* | 100* | 100*
78 | COC(=O)C(NC(=O)c1ccccc1)c1ccco1 (centres undefined) | -58 | -63 | -19 | -29 | -50 | -38
79 | CC1(O)C2C3C(I)C4C5C3C1C5C42 (centres undefined) | 10 | 23 | 7 | 17 | 10 | 9
80 | CCCCCCCCCCCCCCCCC1=C(C(=O)OC)NC(N)=NC1O (centres undefined) | -21 | 29 | -10 | 22 | 5 | 0
81 | O=C(O)Nc1ccc(I)cc1 | 1 | -9 | -26 | -12 | -4 | -10
82 | Cc1ccccc1-n1c(=O)c2ncn(CCCl)c2n(-c2ccccc2C)c1=S | -26 | 39 | -29 | 18 | -37 | 20
83 | COc1cc(C=O)cc(NC(C)=O)c1OC(C)=O | 5 | 7 | -5 | 10 | 25 | 0
84 | O=C(Nc1ccc(Cl)cc1)Nc1nnc2nc(CC(=O)c3ccccc3)c(=O)[nH]n12 | 12 | 16 | -19 | 1 | -22 | 1
85 | C1=CCc2cc3c(cc2=C1)C=c1ccccc1=3 | -11 | -12 | -6 | -19 | -8 | -19
86 | CCOC(=O)c1ccc(NC=O)cc1 | -9 | 4 | -12 | -24 | 2 | 7

Compound activity (PubChem BioAssay)
